# CF NFkB inh – cystic fibrosis NF-kB activation inhibition | KKLEB NF-kB-GFP reporter, PAF-induced, GFP fluorescence overnight | inhibition, % at 5 µM | hit rate 0.86% among 360,000;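 active = at least 50% inhibition at 5 µM, scaled per plate between neutral and stimulator controls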;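 note: PAF is a Pseudomonas aeruginosa culture filtrate used as stimulus; plate controls were PAF-stimulated DMSO wells for no effect and unstimulated DMSO wells for full effect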
# MITF TRPM1 inh – MITF TRPM1 promoter inhibition in SK-MEL-5 cells | SK-MEL-5 TRPM1 promoter luciferase, 24 h | hit rate 0.83% among 330,000 | inhibition, % at 12.5 µM;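 active = mean inhibition across replicates of 60% or more, whatever share of single replicates reaches that level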; note: values of inactives mirror those of a sister screen read the other way
# NR2E3 ag-1 – agonists of human NR2E3 nuclear receptor; Q9Y5X4; CHO-S Gal4-NCOR/VP16-NR2E3 two-hybrid, luciferase; inhibition of corepressor binding, % at 3.98 µM; hit rate 0.35% among 360,000; AID 602229;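 active = inhibition above the mean of all tested compounds plus 3 SD, cut at about 70% in these data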;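 note: 0% = DMSO with NR2E3 transfected cells and 100% = cells lacking NR2E3 construct; higher means lower luciferase signal from less NR2E3 corepressor binding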
# Target sequence (Q9Y5X4 whole entry, looked up, the tested form may be a part): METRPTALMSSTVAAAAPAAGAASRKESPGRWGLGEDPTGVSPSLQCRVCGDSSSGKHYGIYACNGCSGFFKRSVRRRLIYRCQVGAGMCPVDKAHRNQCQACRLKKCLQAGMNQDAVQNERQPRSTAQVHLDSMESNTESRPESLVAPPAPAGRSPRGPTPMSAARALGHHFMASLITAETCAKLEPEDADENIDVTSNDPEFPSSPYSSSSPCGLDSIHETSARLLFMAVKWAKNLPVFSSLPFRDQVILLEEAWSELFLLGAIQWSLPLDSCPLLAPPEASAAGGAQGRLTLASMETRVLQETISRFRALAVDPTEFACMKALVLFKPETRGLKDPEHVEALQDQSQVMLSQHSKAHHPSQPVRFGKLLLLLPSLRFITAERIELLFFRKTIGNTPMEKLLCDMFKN
# KKLEB tox – reduces viability of KKLEB cystic fibrosis airway cells. KKLEB CF airway cells viability, ATPlite luminescence, overnight; active compounds read low; cells stimulated with P. aeruginosa culture filtrate. activity change (cytotoxicity), % at 5 µM. hit rate 0.36% among 360,000. AID 602141;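 active = corrected activity change at or below -50% at 5 µM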
# Peg3 prom inh – Peg3 promoter activity inhibition | AID 588405 | inhibition, % at 20 µM | hit rate 1.7% among 360,000 | HeLa PEG-Prom luciferase reporter, luminescence, overnight;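 active = inhibition of at least 50% at 20 µM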
# NR2E3 ag-2 – agonists of human nuclear receptor NR2E3; AID 2300; Q9Y5X4; inhibition of corepressor binding, % at 4.78 µM; hit rate 0.12% among 320,000; GST-NR2E3/biotin-RetCOR TR-FRET, 1536-well;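 active = percent inhibition above the cutoff of mean plus 3 SD of all tested compounds, set per screening campaign, cut at about 20% in these data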;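 note: 0% = DMSO wells and 100% = biotin wells as full block of FRET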
#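 Assay system: NR2E3–RetCOR corepressor complex. Quantity: 1.35 nM GST-NR2E3. Buffer or medium: pH 7.5 Tris-based buffer. Reagent: biotinylated RetCOR corepressor at 7 nM final. Schedule: 5 h at 4 °C. Detection: TR-FRET, emission read at 617 and 671 nm. Replicates: one well per compound, singlicate testing.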
# hiPSC survival – hiPSC single-cell survival enhancement. ATPlite luminescence; 100% = ROCK inhibitor wells, 0% = DMSO. survival enhancement, % at 20 µM. hit rate 0.044% among 360,000; in the data active = survival enhancement above about 18%;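 note: cells exposed to compounds for 16 hours before the ATP read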
# HIF-2a inh – inhibitors of HIF-2a | 786-0 RCC cells HIF-2a reporter, luciferase luminescence, overnight | inhibition, % at 18.8 µM | hit rate 0.72% among 360,000;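 active = inhibition of the luminescence signal of 40% or more relative to plate controls, in a single-dose primary screen at 18.75 µM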
# Shn3 inh set2 – inhibitors of Schnurri-3 3'UTR reporter in osteoblasts; Clone20 osteoblast Shn3 3'UTR firefly luciferase, 24 h; inhibition, % at 12.5 µM; hit rate 0.52% among 360,000; AID 588674;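 active = mean inhibition of at least 75% with every replicate also reaching 75%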;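 note: 0% = median of neutral control wells and 100% = pilot-screen positive control compound; some compounds past the cut are filed as inactive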
# C8 TRAIL sens – caspase-8 TRAIL sensitization; NB7+C8 cells + TRAIL, ATPlite viability luminescence; inhibition (viability loss, TRAIL sensitization), % at 10 µM; hit rate 1% among 360,000;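 active = compounds causing at least 50% loss of cell viability in the single-dose screen, relative to plate controls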
# EBV LMP1 NFkB – inhibitors of Epstein-Barr LMP1-induced NF-kappaB reporter. LMP1-induced NF-kappaB luciferase reporter cells, luminescence. inhibition, % at 12.5 µM. hit rate 0.69% among 350,000. AID 504558; in the data active = inhibition above about 41%;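 note: 0% = neutral control wells and 100% = reference inhibitor control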
# Numbers without * were called inactive; . = not tested or not shown. Some of the compounds tested (hit frequency here may not be typical).
SMILES,CF NFkB inh,MITF TRPM1 inh,NR2E3 ag-1,KKLEB tox,Peg3 prom inh,NR2E3 ag-2,hiPSC survival,HIF-2a inh,Shn3 inh set2,C8 TRAIL sens,EBV LMP1 NFkB
COc1ccc(Cl)cc1NC(=O)C(C)Sc1nnc(C2CC2)n1C1CC1 (configuration not stated),20,14,2,3,18,1,4.8,-4,-6,-7,-5
CN1CCN(c2ccc(CNS(=O)(=O)c3ccccc3)cc2)CC1,-15,-20,-38,4,0,-1,0.4,-22,5,-7,5
C=CCNC(=O)c1onc(CSc2ccccc2)c1C(=O)NCC=C,-2,4,7,-2,-7,1,-1.8,6,9,5,10
COc1ccc(NC(=O)CN2C(=O)C(C)SC(C)C2=O)c(OC)c1 (configuration not stated),-6,2,-18,6,22,-1,2.6,12,-10,1,8
O=C1Cc2ccccc2C(=O)N1Cc1ccccc1,-3,2,-2,5,27,2,0.5,11,-7,2,-4
O=C(CCCC(=O)n1cnc2ccccc21)n1cnc2ccccc21,-4,7,-14,10,12,3,3.0,6,0,9,0
COc1ccc2nc(C)cc(Nc3ccc(N4CCN(C)CC4)cc3)c2c1,-58,97*,-61,-8,111*,0,-0.6,-47,-17,49*,-9
CCCn1c2ccccc2c2cnn(CC(=O)N(CC)CC)c(=O)c21,0,-6,-9,0,16,1,1.2,15,-6,19,-4
CN(N=Cc1ccccc1)C(=S)Nc1ccccc1,14,.,-3,2,5,.,0.7,7,-22,5,5
Cc1cccc(OCCSc2nc(N)cc(N)n2)c1,1,-34,-29,6,-70,2,-0.4,-135,-36,-5,-8

# 7 compounds already listed, arranged by the number in MITF TRPM1 inh, lowest first:
mol,CF NFkB inh,MITF TRPM1 inh,NR2E3 ag-1,Peg3 prom inh,NR2E3 ag-2,HIF-2a inh,Shn3 inh set2,EBV LMP1 NFkB
Cc1cccc(OCCSc2nc(N)cc(N)n2)c1,1,-34,-29,-70,2,-135,-36,-8
CN1CCN(c2ccc(CNS(=O)(=O)c3ccccc3)cc2)CC1,-15,-20,-38,0,-1,-22,5,5
CCCn1c2ccccc2c2cnn(CC(=O)N(CC)CC)c(=O)c21,0,-6,-9,16,1,15,-6,-4
O=C1Cc2ccccc2C(=O)N1Cc1ccccc1,-3,2,-2,27,2,11,-7,-4
C=CCNC(=O)c1onc(CSc2ccccc2)c1C(=O)NCC=C,-2,4,7,-7,1,6,9,10
COc1ccc(Cl)cc1NC(=O)C(C)Sc1nnc(C2CC2)n1C1CC1 (configuration not stated),20,14,2,18,1,-4,-6,-5
COc1ccc2nc(C)cc(Nc3ccc(N4CCN(C)CC4)cc3)c2c1,-58,97*,-61,111*,0,-47,-17,-9

# Quoted from above, 4 compounds:
SMILES,CF NFkB inh,MITF TRPM1 inh,NR2E3 ag-1,KKLEB tox,Peg3 prom inh,NR2E3 ag-2,hiPSC survival,HIF-2a inh,Shn3 inh set2,C8 TRAIL sens,EBV LMP1 NFkB
COc1ccc2nc(C)cc(Nc3ccc(N4CCN(C)CC4)cc3)c2c1,-58,97*,-61,-8,111*,0,-0.6,-47,-17,49*,-9
CCCn1c2ccccc2c2cnn(CC(=O)N(CC)CC)c(=O)c21,0,-6,-9,0,16,1,1.2,15,-6,19,-4
CN(N=Cc1ccccc1)C(=S)Nc1ccccc1,14,.,-3,2,5,.,0.7,7,-22,5,5
Cc1cccc(OCCSc2nc(N)cc(N)n2)c1,1,-34,-29,6,-70,2,-0.4,-135,-36,-5,-8

# Further records:
SMILES,CF NFkB inh,MITF TRPM1 inh,NR2E3 ag-1,KKLEB tox,Peg3 prom inh,NR2E3 ag-2,hiPSC survival,HIF-2a inh,Shn3 inh set2,C8 TRAIL sens,EBV LMP1 NFkB
Cc1cc(/C=C2\SC(=O)NC2=O)c(C)n1-c1ccc(N(C)C)cc1,9,0,-75,-5,-61,1,0.5,-84,-9,25,-2
CC1(C)CC(=O)c2cc(OCC(=O)NCC3CCCO3)ccc2O1 (configuration not stated),-10,-10,-27,5,-14,0,0.5,-33,1,9,-5
COCCNC(=O)c1cnn2c(C(F)F)cc(-c3ccc(C)cc3)nc12,-4,16,1,-9,1,1,-2.5,17,-26,7,8
O=C(OCC(=O)N1CCN(C(=O)c2ccco2)CC1)c1cc(=O)c2ccccc2o1,-2,-2,-3,1,6,-1,0.1,16,-5,-12,-1
CCc1nc2ccc(C(=O)NCCCN3CCCC3=O)cn2c1N(CCC(C)C)CCN(C)C,1,.,-3,4,4,.,-3.5,-2,-3,0,.
CC(C)(C)C(=O)NC(=S)NCc1ccccc1,11,-12,14,-10,14,-2,-0.2,3,11,-8,8
NCCCCCNC(=O)c1nc[nH]c1C(=O)NCC(=O)OCc1ccccc1,-28,8,-37,18,7,.,0.9,13,-1,-3,-2
COc1ccc(C(=O)CSc2n[nH]c(=O)[nH]c2=O)cc1,-2,.,14,-8,6,0,1.0,7,8,-5,4
Cc1ccc(C2=CSC3=NS(=O)(=O)CCN23)cc1C,6,4,-34,-5,12,-1,-2.7,14,-9,-9,-4
Cc1ccc(-n2nnnc2CNC(=O)C2CC(=O)N(c3ccccc3)C2)cc1C (configuration not stated),-1,4,-25,2,0,1,0.2,14,-8,-10,-3
CN(C)C(CNS(=O)(=O)c1ccc(Br)cc1)c1cccnc1 (configuration not stated),-5,19,11,-7,8,-1,0.5,9,-10,0,-10
Cc1ccc(Sc2c(C)nn(C(=O)C3CC3)c2C)cc1,7,-6,-9,-5,-5,-1,-1.7,-13,-21,-6,5
CC(C)(C)NCC1(CO)SC(N)=NC1=O (configuration not stated),-8,-4,0,0,11,0,-1.3,16,8,-15,1
CC(C)NS(=O)(=O)c1ccc(CCC(=O)N2CCCC2)cc1,-2,3,3,12,-5,0,-0.5,12,1,12,-7
CC(C)OCCCNCc1cccs1,4,-8,-2,-1,-4,-1,7.0,-9,11,12,-5
Nc1cc(N)nc(SCc2ccccc2Cl)n1,-6,.,-66,-5,-38,.,-1.3,-53,10,-7,-2
CC(=O)OC[C@@H]1CN(Cc2ccccc2)C[C@H](n2cnc3c(NC(C)C)ncnc32)O1,-7,.,-16,7,9,.,-1.2,12,3,4,.
CN(C)c1ccc(-c2cc([C@H]3[C@@H]4C=CCC[C@@]4(C)C(=O)N3Cc3ccccc3)ccc2F)cc1,30,4,12,-2,-3,1,-3.0,5,18,6,-1
CCOC(=O)C1=NS(=O)(=O)NC(C)=C1,-6,4,-4,6,-4,.,1.4,-3,8,-3,-4
CCN(CC)CCCNC(=O)C1c2cc(OC)c(OC)cc2C(=O)N(C)C1c1cccnc1 (configuration not stated),5,-5,11,3,-6,1,0.4,0,3,7,9
O=C(c1cnc(N2CCN(c3ccccn3)CC2)c2ccccc12)N1CCN(c2cccc(Cl)c2)CC1,36,27,5,-17,46,2,-2.0,5,84,23,29
O=S1(=O)CC2N=C(N(Cc3c(F)cccc3Cl)c3ccccc3F)SC2C1 (configuration not stated),10,-3,6,-2,14,0,-1.4,17,5,-2,-11
COc1cc2c(cc1NC(=O)c1cccc(Br)c1)CCCC2,17,10,-34,-8,-29,1,-1.8,-49,0,-5,-18
CCCCn1nc(C(=O)N(C)Cc2nc3ccccc3c(=O)[nH]2)c2ccccc2c1=O,-10,.,-20,0,11,.,-0.2,2,-18,3,2
CCCCc1nnc(NC(=O)C(C)Sc2nc(C)cc(=O)[nH]2)s1 (configuration not stated),-13,2,1,8,13,3,-0.2,-5,-15,-5,-1
C#CC[N+](C)(C)CCCCCCCCCC,52*,12,6,-33,34,2,-2.1,24,43,27,14
O=C(C[n+]1ccc2ccccc2c1)c1ccccc1,-18,4,-6,2,1,-4,1.6,-13,-28,12,-1
COc1cc(/C=C/c2[nH]c(=O)[nH]c(=O)c2[N+](=O)[O-])ccc1OCCC(C)C,-21,-5,-32,9,-3,1,-1.8,1,-12,-5,-9
CCN(CC)S(=O)(=O)c1ccc(C(=O)Nc2ccc(Cc3ccncc3)cc2)cc1,-1,23,47,-2,24,0,-0.7,31,68,32,13
Cc1cc(C)c(Cn2c(=O)n(CCCC(=O)NCc3ccco3)c(=O)c3sccc32)c(C)c1,36,9,8,-25,30,27*,-3.6,16,22,22,-14
CCOC(=O)C1=C(C)NC(=O)NC1c1cn(-c2ccccc2)nc1-c1cccs1 (configuration not stated),-8,2,-29,-1,13,1,-0.6,2,0,-7,2
CCOCCCNS(=O)(=O)c1ccc(NC(=O)c2ccc(OC)c([N+](=O)[O-])c2)cc1,-10,4,18,-2,9,-1,-0.8,1,17,6,-5
Cc1cc(S(=O)(=O)NC2CCCC2)ccc1-n1cnnn1,2,11,14,11,6,0,-0.3,13,10,-15,0
Cc1c(C)c2c(OCC(=O)Nc3ccc(CCO)cc3)cc3c(c2oc1=O)CCC(C)(C)O3,16,-3,2,-12,2,2,-1.5,1,5,2,7
COc1ccccc1NC(=O)C1CCCN(S(=O)(=O)c2ccc(-n3cnnn3)cc2)C1 (configuration not stated),-6,-4,6,-4,19,3,1.7,-2,11,-4,0
CC1COC(=C2C(=O)OCC2C)C1 (configuration not stated),-22,.,-5,21,-1,.,-3.6,-2,-44,-2,2
CCOC(=S)SCC(=O)Nc1nccs1,38,2,-13,-22,21,0,-0.8,12,28,7,2
CCOc1ccc(NC(=O)C2CCCN(c3cnccn3)C2)cc1 (configuration not stated),-5,-18,-17,-9,6,2,-0.4,3,-20,15,9
Cc1c(Cl)c([N+](=O)[O-])nn1CC(=O)N1CCCc2ccccc21,-14,-5,-9,3,-5,-2,4.1,-27,-9,-1,9
O=c1ccnc(SCCc2ccc([N+](=O)[O-])cc2)[nH]1,-18,12,1,11,30,2,-0.1,20,28,5,-1
CCOc1ccc(S(=O)(=O)N2CCCCC2)cc1NC(=O)c1c(CC)noc1C,-17,7,-21,28,7,6,0.1,12,13,-8,3
CCCCCNCC(=O)Nc1cc(C(F)(F)F)ccc1OCCOC,-14,3,-9,13,17,2,-1.9,18,18,1,-3
O=C(CN1CCOCC1)NNc1c2ccccc2nc2ccccc12,11,-6,-14,-6,1,-5,0.5,7,-5,-19,7

# High-throughput results deposited in PubChem by several laboratories.
